# From PubChem
# HCT116 bCat-KO: beta-catenin-lacking colon tumor cell growth suppression. HCT116 beta-catenin knockout viability, CellTiter-Glo, 60 h; hits give low values. viability, % at 10 µM. AID 818. 140,000 tested, 1.5% active;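 active = viability at or under a set limit, the compound median less 4 SD, cut at about 6% in these data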;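 also: 0% = Hyamine 1622 control at 20 µM and 100% = untreated cell control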
# E-sel TNF inh: blocks E-selectin expression induced by TNF alpha; HUVEC TNFa-induced E-selectin immunofluorescence, high content; inhibition, % at 2 µM; 120,000 tested, 0.71% active;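 active = inhibition above the batch mean plus 3 SD, and confirmed as a hit on visual image review, cut at about 43% in these data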;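 also: 0% = TNF-stimulated DMSO wells and 100% = unstimulated control wells; not every result past the cut was called active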
# NPY-Y2 antag: NPY-Y2 (human) receptor antagonism. P49146. NPY-Y2 expressing cells, antagonist mode. inhibition, % at 2.7 µM. 140,000 tested, 0.99% active; in the data active = inhibition above about 17%;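 also: 0% = vehicle with agonist challenge and 100% = reference antagonist with challenge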
# Target sequence (P49146 whole entry, looked up): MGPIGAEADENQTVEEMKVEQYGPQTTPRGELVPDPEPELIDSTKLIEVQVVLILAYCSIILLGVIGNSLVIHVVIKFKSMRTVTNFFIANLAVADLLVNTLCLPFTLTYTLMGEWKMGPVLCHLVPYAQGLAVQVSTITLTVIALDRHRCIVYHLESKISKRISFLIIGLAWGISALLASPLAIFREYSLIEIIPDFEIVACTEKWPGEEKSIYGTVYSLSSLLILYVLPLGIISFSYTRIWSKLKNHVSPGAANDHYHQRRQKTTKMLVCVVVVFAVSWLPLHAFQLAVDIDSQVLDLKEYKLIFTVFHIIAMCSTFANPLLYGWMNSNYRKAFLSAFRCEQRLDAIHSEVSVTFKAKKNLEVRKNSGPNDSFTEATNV
# Yeast lifespan up: extends the lifespan of yeast; S. cerevisiae growth with nicotinamide, OD615; deaD strain in restrictive glucose medium; AID 775; 130,000 tested, 0.68% active; inhibition of the nicotinamide effect, % at 10 µM;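 active = inhibition above a set limit, placed 3 SD over the median of all compounds, cut at about 26% in these data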;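 also: 0% = nicotinamide-treated wells and 100% = cells grown without nicotinamide; some compounds called inactive have numbers as strong as hits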
#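 System: Modified budding yeast, DeaD strain | Buffer or medium: Restrictive glucose medium | Also added: 1.5 mM nicotinamide | Doses: 10 µM single point, 0.25% DMSO | Schedule: 48 h compound exposure at 30 °C, humidified | Detection: Absorbance at 615 nm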
# BB579 growth dn: yeast BB579 growth reduction in restrictive medium; S. cerevisiae BB579 growth, OD615, 48 h; inhibition, % at 10 µM; 140,000 tested, 0.51% active;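 active = inhibition above a set limit, 3 SD over the mean compound inhibition, cut at about 44% in these data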; also: inactives centre near -24
#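 Assay system – yeast BB579 (DeaD) · Dosing – single compound dose of 10 µM, 0.25% DMSO final · Detection – OD615 turbidity measurement · Buffer or medium – CSMM-D restrictive synthetic medium containing dextrose (glucose) · Benchmarks – positive control amphotericin B 10 µg/mL · Incubation – 48 h exposure, 30 °C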
# Measles CPE: protection of cells from measles virus. Measles virus-infected cells, CPE protection, absorbance. protection (pct of control), % at 4 µM. 140,000 tested, 1.5% active; in the data active = protection mostly above about 24%, no sharp cut-off; inactive = mostly below about 26%; also: some compounds called inactive have numbers as strong as hits
# MRP-1 activ: MRP-1 activation; viability increase, % at 10 µM; 140,000 tested, 0.61% active; H69AR cells + doxorubicin, viability rescue, CellTiter-Glo; AID 799;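 active = viability gain under doxorubicin at or above a set limit, the compound median plus 3 SD, cut at about 4.7% in these data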;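 also: MRP-1 overexpressing cells given doxorubicin 25 µM after compound pretreatment; 18-22 h compound pretreatment then 72 h with doxorubicin before readout; 0% = doxorubicin-only wells and 100% = vehicle-treated cells without doxorubicin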
# GALR2 blocker: blocks the human galanin receptor 2 | O43603 | GALR2-expressing cells, antagonist mode | inhibition, % at 4 µM | 140,000 tested, 0.39% active | AID 828; in the data active = inhibition above about 27%;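 also: cells stimulated with galanin 1-16 at roughly its EC80; 0% = agonist challenge control and 100% = basal control without agonist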
# Target sequence (O43603 whole entry, looked up): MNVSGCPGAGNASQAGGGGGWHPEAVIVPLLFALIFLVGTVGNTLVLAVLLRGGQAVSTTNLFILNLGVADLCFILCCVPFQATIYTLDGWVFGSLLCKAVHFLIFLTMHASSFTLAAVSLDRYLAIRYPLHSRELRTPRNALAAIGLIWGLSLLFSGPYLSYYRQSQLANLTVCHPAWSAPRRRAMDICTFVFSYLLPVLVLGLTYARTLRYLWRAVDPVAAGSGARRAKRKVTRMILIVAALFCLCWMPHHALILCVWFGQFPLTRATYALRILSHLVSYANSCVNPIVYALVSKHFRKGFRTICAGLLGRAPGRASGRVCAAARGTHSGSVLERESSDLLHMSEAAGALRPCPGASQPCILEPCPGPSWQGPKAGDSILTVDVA
# HCT116 PTEN-null: PTEN-deleted cell growth suppression; viability, % at 10 µM; HCT116 PTEN-null viability, CellTiter-Glo, 60 h; hits give low values; 140,000 tested, 1.2% active;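 active = viability at or below a set limit, 4 SD under the median of all tested compounds, cut at about 3.7% in these data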;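 also: PTEN knockout HCT116 line with beta catenin targeted HCT116 as companion control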
# Phagocyt inh: blocks phagocytosis by macrophages; J774A.1 macrophage IgG-bead phagocytosis, imaging; inhibition, % at 5 µM; 110,000 tested, 0.07% active;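 active = inhibition above the mean of the plate negative controls plus 5 SD, cut at about 13% in these data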;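 also: phagocytic index as fraction of beads internalized from green versus red external bead signal; plate controls were DMSO negative control for no effect and cytochalasin-D positive control for full effect; some results beyond the cut were filed as inactive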
# Active calls of the source: *; · = not tested or not shown.
SMILES,HCT116 bCat-KO,E-sel TNF inh,NPY-Y2 antag,Yeast lifespan up,BB579 growth dn,Measles CPE,MRP-1 activ,GALR2 blocker,HCT116 PTEN-null,Phagocyt inh
CC(C)CNC1=CC(=O)CC(c2ccco2)C1 (centres undefined),95,·,-1,-11,-24,38,-1.2,3,100,0
C/C(CC(=O)Nc1cccc(F)c1)=N\NC(=O)C(=O)NC1CCCCC1,95,·,-1,0,2,3,1.3,8,99,-8
Cc1nc2scc(-c3ccc(Cl)cc3)c2c(=O)o1,90,10,2,8,-21,13,-3.7,-15,90,·
CCN(CC)c1ccc(NC(=O)Cn2nnc(-c3cccc(OC)c3OC)n2)c(C)c1,108,5,13,-6,-23,12,0.5,-1,108,-3
CC1CC(NC(=O)Cc2ccc(Br)cc2)CC(C)(C)C1 (centres undefined),77,-11,5,·,-59,5,0.0,-17,83,·
COc1cc(N(C)C)c([N+](=O)[O-])cc1C(=O)NC(C)CNc1ccc([N+](=O)[O-])cc1Cl (centres undefined),91,·,2,4,-21,·,-3.9,6,82,-2
CNC(=O)c1ccccc1NC(=O)c1ccc(C)c(S(=O)(=O)N2CCCCC2)c1,91,-6,0,-11,11,16,-0.3,-25,80,1
COCCn1c(SC(C(=O)Nc2cc(C)ccc2OC)c2ccccc2)nnc1-c1ccc(Cl)cc1 (centres undefined),49,·,3,14,-23,14,-2.9,-5,44,-6
COc1cccc(C2CC(C(F)(F)F)n3ncc(C(=O)Nc4c(C)n(C)n(-c5ccccc5)c4=O)c3N2)c1 (centres undefined),74,2,2,·,-36,11,-4.0,6,88,·
COC(=O)c1cccc(NC(=O)CCSc2ccc(Cl)cc2)c1C,85,-36,9,-5,-45,6,0.1,8,88,-3
O=C(CN1CCN(Cc2ccc(F)cc2Cl)C1=O)NCCCN1CCOCC1,95,·,-1,-10,-26,5,-0.1,7,98,0
Cc1ccc(NC(=S)NC(NC(=O)N(C)C)C(Cl)(Cl)Cl)cc1 (centres undefined),88,25,3,-6,0,40,-0.6,0,95,1
CC1=C(C(=O)Nc2ccccc2C)C(c2cccnc2)n2nc(CCCO)nc2N1 (centres undefined),85,-15,-2,-23,-29,9,-1.1,2,96,0
COCc1nnc(NC(=O)c2cc(C(=O)OC)cc([N+](=O)[O-])c2)s1,100,9,0,-3,-18,2,-2.3,-3,98,·
O=c1oc2c(CN3CCOCC3)c(O)ccc2c2c1CCC2,92,·,3,-2,-17,19,-1.6,5,90,0

# The closing three records of the part before lead into the next.
SMILES,HCT116 bCat-KO,E-sel TNF inh,NPY-Y2 antag,Yeast lifespan up,BB579 growth dn,Measles CPE,MRP-1 activ,GALR2 blocker,HCT116 PTEN-null,Phagocyt inh
CC1=C(C(=O)Nc2ccccc2C)C(c2cccnc2)n2nc(CCCO)nc2N1 (centres undefined),85,-15,-2,-23,-29,9,-1.1,2,96,0
COCc1nnc(NC(=O)c2cc(C(=O)OC)cc([N+](=O)[O-])c2)s1,100,9,0,-3,-18,2,-2.3,-3,98,·
O=c1oc2c(CN3CCOCC3)c(O)ccc2c2c1CCC2,92,·,3,-2,-17,19,-1.6,5,90,0
COc1ccc(NC(=O)C2CC(=O)N(C(C)C)C2)cc1 (centres undefined),96,25,0,-2,-23,15,0.1,5,101,0
CCOc1ccccc1N1CCN(S(=O)(=O)c2ccc(Cl)s2)CC1,82,-9,6,5,-40,4,-0.9,-12,78,0
CCCCOCC1CN(c2ccccc2)C(=O)CS1 (centres undefined),85,-14,0,3,-30,12,-2.6,1,82,-2
Clc1cccc(N/N=C(\Cc2nc3ccccc3[nH]2)c2ccccc2)c1,69,·,-4,-4,-28,7,-5.3,3,54,·
O=C(COc1ccc2ccccc2c1)NCC(=O)N/N=C/c1ccco1,105,-4,4,-13,-44,12,-0.5,-13,100,0
O=C(NCCC1=CCCCC1)C(=O)NCc1ccccc1Cl,75,-10,0,-8,-43,21,-1.4,6,80,-2
Clc1ccccc1Cn1nc(-c2ccccc2)nc1-c1ccccc1,84,6,6,-2,-23,29,1.4,-4,80,-10
Cc1cc(N2CCN(C(c3ccccc3)c3ccc(Cl)cc3)CC2)n2ncnc2n1 (centres undefined),88,-3,6,-1,-20,5,-1.1,7,89,·
O=C(CSc1nnc(-c2ccc(Br)cc2)o1)N1CCN(C(=O)c2ccco2)CC1,85,40,4,-7,-11,4,0.1,7,94,0
O=S(=O)(NCCSc1ccccn1)c1ccc(Cl)cc1,101,-24,6,10,-43,5,0.8,8,97,-4
CCOC(=O)c1ccc(NC(=O)c2ccc(CO)c(C(=O)NC3CCN(C(=O)OCC)CC3)c2)cc1,91,·,3,-5,0,7,-1.2,-3,87,0
Cc1ccc(CNC(=O)c2cc3c(C)nc4ccccc4c3o2)cc1,51,·,8,-11,-6,13,-2.1,4,46,-1
CCCCCCCNC(=O)C1CC(=O)N(C)C(=Nc2ccc(OC)cc2)S1 (centres undefined),91,·,2,10,-28,2,-1.0,-6,78,0
CCCCN(C)CCNC(=O)c1ccc2c(c1)NC(=O)C(N1CCCCC1)S2 (centres undefined),63,9,2,-19,-38,12,-3.0,0,60,2
COc1ccc(CCNC(=O)CN2C(=O)C3(OCCCO3)c3ccccc32)cc1OC,109,·,2,-18,11,8,-1.8,12,100,-2
C=CCNC(=O)c1nn2cccnc2c1Cl,54,-40,1,-8,-20,6,-0.1,7,70,3
CCCN1C(=O)CC(C(=O)OC)=C1C,97,5,1,-3,-17,24,-1.3,-12,98,0
Cc1ccc(S(=O)(=O)N2CC(O)CC2C(=O)OCC(=O)c2ccccc2Cl)cc1C (centres undefined),95,·,3,4,-7,18,-0.2,8,98,-10
CCOc1ccccc1CNC(=O)C1CCN(C(=O)c2sccc2-n2cccc2)CC1,90,1,2,-12,-59,3,-0.8,1,90,-2
CCOC(=O)N1CCN(Cc2nc(-c3ccccc3)no2)CC1,106,7,0,-12,-5,15,-1.0,3,96,-4
O=C(/C=C/c1cccs1)NC(=S)NNC(=O)Cc1cccs1,36,-8,0,·,-8,1,0.0,13,33,·
COc1cccc(C(=O)N(Cc2nc(-c3cccc(C)c3)no2)C(C)C)c1OC,75,-17,9,4,-49,6,-0.7,3,68,1
O=C(Cn1c(NCCO)nc2ccccc21)c1ccc(Cl)cc1,90,·,1,-4,-49,19,-1.5,-2,95,0
COc1cccc(N(CC(=O)N2CCN(C)CC2)S(=O)(=O)c2ccc(C)cc2)c1,82,11,2,-13,-3,4,-2.9,6,86,0
Cc1nc(NC(=O)c2csc3ccccc23)sc1C,72,-64,-1,-7,-26,13,-3.6,17,67,·
COc1ccc(-c2nnc(SCc3csc(N)n3)n2C)cc1,93,11,2,-6,-5,4,-1.5,7,100,0
COc1ccc(NC(=O)CCN2CCN(S(=O)(=O)c3ccc(C(C)C)cc3)CC2)cc1,45,-3,1,-16,7,3,-1.3,-6,55,-2
O=C(NCCNS(=O)(=O)c1cccc(C(F)(F)F)c1)c1cc(OCC(F)(F)F)ccc1OCC(F)(F)F,87,18,13,-3,-5,4,-2.5,-9,98,·
CCn1c(CNc2ccc(Cl)cc2)nnc1SCCN1CCCCC1,70,-8,17,·,-21,7,-1.3,-3,69,·
CC(C)(C)C(=O)Nc1ccccc1C(=O)Nc1ccccn1,97,-4,2,·,-35,28,-3.1,0,99,·
O=C(CC1SC(=NCc2ccccc2)NC1=O)Nc1ccccc1 (centres undefined),80,4,4,6,-39,14,-3.2,-9,82,-4
CN(C)S(=O)(=O)n1ccnc1,102,6,-1,-6,-64,18,0.1,1,97,0
CC(C)OCCCNc1ncnc2c1[nH]c1ccc(F)cc12,10,-8,4,-14,-36,3,-4.6,35*,20,·
COc1ccc(C2N(c3ccccn3)C(=O)C3CCCN32)c(OC)c1 (centres undefined),97,·,8,-6,-16,4,-1.0,-7,91,·
CC(C)Cc1nc(S(=O)(=O)c2ccc(Cl)cc2)c(N2CCOCC2)o1,93,-7,2,2,-48,14,-1.0,9,105,-2
CCOC(=O)N1CCC(NC(=O)c2ccc(CS(=O)(=O)c3ccccc3C)o2)CC1,94,·,3,-8,17,8,-1.0,0,92,·
O=C(CCc1ccccc1)Nc1cc(C(F)(F)F)ccc1Cl,90,-75,2,-7,-34,34,-0.6,1,79,·
CCOc1ccccc1NC(=O)CCN1CCN(S(=O)(=O)c2ccc(OC)cc2)CC1,91,·,2,-3,-2,12,-4.1,1,83,-1
COC(=O)C(Cc1cnc(Cl)s1)(C(=O)OC)c1ccc(C(F)(F)F)cc1[N+](=O)[O-],74,4,5,0,-27,5,-2.7,-6,73,-1
CCOC(=O)Cn1nnnc1C(CC)N(Cc1cc2ccc(C)cc2[nH]c1=O)C1CCCC1 (centres undefined),94,·,7,-5,15,8,-0.1,1,96,-1
Cc1cccc(COCC(Cc2ccccc2)N2CCN(C(=O)c3cc(Cl)cc(Cl)c3)CCC2=O)c1 (centres undefined),73,-19,7,12,-46,1,-3.6,-2,70,·
Cc1nc(C)c(C(=O)Nc2ccccc2-c2ccccc2)o1,81,·,2,-9,-47,12,-3.4,-11,77,-1
CC1CC(C)CN(c2nc(NCc3ccco3)nc(N)c2[N+](=O)[O-])C1 (centres undefined),86,4,-1,4,6,8,-1.7,3,96,·
COc1ccc(OC)c(-c2nnc(-c3ccc(C)o3)o2)c1,91,7,1,-18,11,10,-4.2,0,88,0
Cc1ccc2cc(CCNC(=O)CC(C)(C)C)c(=O)[nH]c2c1C,94,24,0,-7,4,4,1.1,12,99,0

# Single entries from the entries so far.
# Cc1cccc(COCC(Cc2ccccc2)N2CCN(C(=O)c3cc(Cl)cc(Cl)c3)CCC2=O)c1 (centres undefined) @ E-sel TNF inh: -19
# COC(=O)C(Cc1cnc(Cl)s1)(C(=O)OC)c1ccc(C(F)(F)F)cc1[N+](=O)[O-] @ NPY-Y2 antag: 5

# New compounds follow
SMILES,HCT116 bCat-KO,E-sel TNF inh,NPY-Y2 antag,Yeast lifespan up,BB579 growth dn,Measles CPE,MRP-1 activ,GALR2 blocker,HCT116 PTEN-null,Phagocyt inh
O=C(Cn1c(=O)oc2cc(S(=O)(=O)N3CCCC3)ccc21)NCc1ccccn1,96,-64,1,-9,5,24,5.3*,18,95,1
CCOc1ccc(C(CCc2ccccc2)NC(=O)c2ccccc2)cc1OCC (centres undefined),91,-7,1,-1,-36,1,-3.5,-3,82,2
COc1ccc2c(COC(=O)CC3Sc4ccccc4NC3=O)cc(=O)oc2c1 (centres undefined),81,·,7,2,-16,15,-2.7,11,83,-12
COc1cccc(-n2c(Cc3cc(=O)[nH]c(=O)[nH]3)nnc2SCC(=O)NC2CCCCC2)c1,91,·,0,-2,-3,9,0.6,4,90,0
CCOC(=O)CSc1nnc(-c2ccco2)n1-c1ccccc1,110,·,6,-8,-49,23,1.3,8,112,-1
Cc1ccc(NC(=O)c2ccc(CSc3nnc(-c4ccncc4)n3C)cc2)cc1,91,0,-1,-9,-29,2,-3.3,-10,98,·
CCCCC(=O)Nc1ccnc(-c2cccnc2)n1,103,8,1,-18,-15,4,1.0,8,88,·
O=C(CSc1nnc(-c2ccc(Br)o2)n1Cc1ccccc1)c1ccccc1F,85,-6,8,1,-36,2,-3.6,1,97,-5
